Screening data as filed in PubChem BioAssay.
NCI-60 one-dose screen, 48 h, at 10 µM unless noted. Numbers give growth in % (100 = growth as untreated, 0 = no growth, -100 = all killed).
U251: U251 CNS tumor cells; 5.4% of 80,000 active; AID 1794753
SF-268: SF-268 CNS cancer cells. AID 1794759. 3.1% of 82,000 active
OVCAR-3: OVCAR-3 ovarian cancer | 7% of 79,000 active | AID 1794787
DU-145: DU-145 prostate cancer; 4.2% of 81,000 active
SF-295: SF-295 CNS cancer cells | 5.6% of 79,000 active
SNB-19: SNB-19 CNS cancer cells; 2.5% of 81,000 active; AID 1794751
SF-539: SF-539 CNS cancer | 6.8% of 81,000 active
PC-3: PC-3 prostate cancer cells. 3.9% of 80,000 active. AID 1794754
OVCAR-8: OVCAR-8 ovarian cancer; 4.4% of 81,000 active
Active calls of the source: *; [ ] = another dose, or the depositor's remark. How the source made its calls: active means growth percent below 10; inactive means the rest.

`O=C1CC(c2cccc(Cl)c2)c2cnn(Cc3ccc4c(c3)OCO4)c2N1` (configuration not stated) gave U251 79, SF-268 82, OVCAR-3 90, DU-145 98, SF-295 80, SNB-19 94, SF-539 102, PC-3 61 and OVCAR-8 83.
Cc1nn(-c2ccccc2)c(N2CCCC2)c1-c1nc2ccc(C(=O)NN)cc2[nH]1 was read as U251 100, SF-268 95, OVCAR-3 103, DU-145 110, SF-295 100, SNB-19 101, SF-539 96, PC-3 97 and OVCAR-8 103.
Screening COC(=O)C1([N+](=O)[O-])CC(c2ccccc2)ON(c2ccccc2)C1/C=C/c1ccccc1 (configuration not stated) returned SF-268 102, OVCAR-3 86, DU-145 110, SF-295 80, SNB-19 85, SF-539 72, PC-3 46 and OVCAR-8 83.
O=c1ccnc2n1CCN2 was read as U251 100, SF-268 108, OVCAR-3 105, DU-145 108, SF-295 99, SNB-19 108, SF-539 104, PC-3 105 and OVCAR-8 100.
For CCCCCCCCCCCCC1C/C=C\CCCC(=O)O1 (configuration not stated) the results were U251 109, SF-268 103, OVCAR-3 107, DU-145 130, SF-295 103, SNB-19 110, SF-539 107, PC-3 112 and OVCAR-8 104.
CCC1(C)OC(=O)NC1=O (configuration not stated) was read as U251 99, SF-268 103, OVCAR-3 112, DU-145 111, SF-295 103, SNB-19 108, SF-539 99, PC-3 79 and OVCAR-8 105.
CCN(CC)Cc1nc2ccccc2c(=O)n1/N=C/c1ccc(OC)cc1 was read as U251 100, SF-268 100, OVCAR-3 108, DU-145 105, SF-295 103, SNB-19 100, SF-539 104, PC-3 110 and OVCAR-8 100.
CN(C)C(=O)c1cccc(NC(=O)NCc2cccc(N3C(N)=NC(N)=NC3(C)C)c2)c1 was read as U251 85, SF-268 102, OVCAR-3 107, DU-145 115, SF-295 113, SNB-19 103, SF-539 100, PC-3 53 and OVCAR-8 95.
COc1ccc(-n2c(N)c(C(=O)NCCN3CCOCC3)c3nc4ccccc4nc32)cc1OC was read as U251 51, SF-268 44, OVCAR-3 115, DU-145 58, SF-295 238, SNB-19 60, SF-539 41, PC-3 62 and OVCAR-8 47.
For Cc1ccccc1NC(=O)N/C(N)=N/c1nc(-c2cccc([N+](=O)[O-])c2)cs1 the results were U251 40, SF-268 64, OVCAR-3 27, DU-145 69, SF-295 16, SNB-19 44, SF-539 41, PC-3 58 and OVCAR-8 67.
For Oc1ccc2c(c1)CCC2 the results were U251 79, SF-268 109, OVCAR-3 108, DU-145 110, SF-295 93, SNB-19 100, SF-539 104, PC-3 85 and OVCAR-8 98.
`OC(c1ccccc1)c1cnccc1NC1CCCCC1` (configuration not stated) gave U251 95, SF-268 99, OVCAR-3 97, DU-145 103, SF-295 89, SNB-19 96, SF-539 103, PC-3 88 and OVCAR-8 93.
CCOc1ccc(NC(=O)c2ccoc2COc2ccccc2)cc1 was read as U251 99, SF-268 98, OVCAR-3 109, DU-145 106, SF-295 101, SNB-19 95, SF-539 98, PC-3 96 and OVCAR-8 104.
`COc1ccc2oc(=O)cc(C3C(C#N)=C(N)Oc4c3ccc3ccccc43)c2c1` (configuration not stated) gave U251 104, SF-268 88, OVCAR-3 93, DU-145 104, SF-295 99, SNB-19 90, SF-539 92, PC-3 95 and OVCAR-8 102.
For N#C/C(=C\c1ccc(-c2ccccc2)cc1)c1ccccc1 the results were U251 97, SF-268 101, OVCAR-3 94, DU-145 123, SNB-19 96, SF-539 97, PC-3 89 and OVCAR-8 107.
`NC(=S)c1ncn(C2OC(CO)C(O)C2O)c1N` (configuration not stated) gave U251 106, SF-268 112, OVCAR-3 123, DU-145 95, SF-295 89, SNB-19 100, SF-539 110, PC-3 105 and OVCAR-8 103.
Cc1cc[n+](CCCCCCCCCC[n+]2ccc(C)cc2)cc1 was read as U251 105, SF-268 93, OVCAR-3 99, DU-145 94, SF-295 73, SNB-19 104, SF-539 99, PC-3 88 and OVCAR-8 99.
C=C(C)[C@@H]1CC[C@]2(C(=O)O)CC[C@]3(C)[C@H](CC[C@@H]4[C@@]5(C)C[C@@H](CC#Cc6cc(OC)c(OC)c(OC)c6)[C@H](O)C(C)(C)[C@@H]5CC[C@]43C)[C@@H]12 was read as U251 30, SF-268 46, OVCAR-3 44, DU-145 47, SF-295 34, SNB-19 56, SF-539 47, PC-3 33 and OVCAR-8 37.
`Cc1ccc(C2=NN(c3ccc(S(=O)(=O)NC(=O)NCc4ccccc4)cc3)C(c3ccccc3Cl)C2)c(C)c1` (configuration not stated) gave U251 72, SF-268 91, OVCAR-3 89, DU-145 95, SF-295 56, SNB-19 85, SF-539 96, PC-3 45 and OVCAR-8 74.
Cc1ccc(N=Nc2c(N)nc(N)[nH]c2=O)cc1C was read as U251 103, SF-268 111, OVCAR-3 110, DU-145 117, SF-295 112, SNB-19 110, SF-539 102, PC-3 96 and OVCAR-8 104.
Screening Cc1ccc(Cl)cc1NC(=S)N(C)C returned U251 97, SF-268 108, OVCAR-3 112, DU-145 119, SF-295 100, SF-539 107, PC-3 108 and OVCAR-8 96.
Screening O=C1CCC(C(=O)NNCCO)N1 (configuration not stated) returned U251 101, SF-268 104, OVCAR-3 110, DU-145 113, SF-295 97, SNB-19 105, SF-539 106, PC-3 101 and OVCAR-8 104.
For Cc1c(-c2ccccc2)n(O)c(-c2ccc(N(C)C)cc2)[n+]1[O-] the results were U251 100, SF-268 100, OVCAR-3 110, DU-145 112, SNB-19 99, SF-539 97, PC-3 98 and OVCAR-8 97.
Screening O=C1Nc2ccccc2/C1=C/c1ccc(CO)n1-c1ccc(Cl)cc1 returned U251 56, SF-268 74, OVCAR-3 32, DU-145 81, SF-295 34, SNB-19 66, SF-539 45, PC-3 54 and OVCAR-8 86.
O=C1[C@@H](OS(=O)(=O)C2CCC2)[C@H](c2ccc(F)cn2)N1c1cc2c3ccccc3ccc2c2ccccc12 was read as U251 87, SF-268 94, OVCAR-3 101, DU-145 105, SF-295 99, SNB-19 87, SF-539 105, PC-3 86 and OVCAR-8 94.
CC(=O)Nc1c(Cl)c2c(c(Cl)c1Br)-c1ccc(Cl)cc1C2 was read as U251 105, SF-268 108, OVCAR-3 98, DU-145 101, SF-295 100, SNB-19 106, SF-539 82, PC-3 88 and OVCAR-8 98.
Screening CCOC(=O)c1cc(C(N)=O)n2c1ccc1c3ccccc3ccc12 returned U251 104, SF-268 131, OVCAR-3 133, DU-145 126, SF-295 102, SNB-19 103, SF-539 107, PC-3 103 and OVCAR-8 111.
`O=C1c2cc(Cl)ccc2Oc2cc([N+](=O)[O-])ccc2N1c1ccc(Br)cc1F` gave U251 91, SF-268 85, OVCAR-3 114, DU-145 99, SF-295 97, SNB-19 94, SF-539 87, PC-3 90 and OVCAR-8 93.
For CCCS(=O)(=O)Nc1ccc(OCc2nnc(-c3ccccc3)o2)c(F)c1 the results were U251 90, SF-268 105, OVCAR-3 113, DU-145 105, SF-295 104, SNB-19 97, SF-539 94, PC-3 85 and OVCAR-8 94.
Screening Cc1ccc(Nc2n[nH]c(=S)s2)cc1F returned SF-268 99, OVCAR-3 103, DU-145 103, SF-295 107, SNB-19 92, SF-539 97, PC-3 97 and OVCAR-8 105.
For Cc1cccc(C)c1NC(=O)CSC(=S)N1CCOCC1 the results were U251 105, SF-268 94, OVCAR-3 108, DU-145 110, SF-295 98, SNB-19 106, SF-539 94, PC-3 104 and OVCAR-8 103.
C[C@H]1CC[C@H]2C3=C1C(=O)O[C@@]3(O)[C@@]1(C)CC(=O)C[C@H]1C[C@@H]2C was read as U251 96, SF-268 102, OVCAR-3 109, DU-145 106, SF-295 88, SNB-19 94, SF-539 108 and OVCAR-8 106.
For CCC(=O)c1ccc(OC)c(OC)c1O the results were U251 91, SF-268 104, OVCAR-3 109, DU-145 101, SF-295 96, SNB-19 97, SF-539 92, PC-3 95 and OVCAR-8 103.
`Cc1nn(-c2ccccc2)c(N2CCOCC2)c1-c1nc2ccc(C(=O)NN=Cc3ccc(O)cc3)cc2[nH]1` gave U251 111, SF-268 99, OVCAR-3 102, DU-145 109, SF-295 117, SNB-19 104, SF-539 93, PC-3 96 and OVCAR-8 103.
Screening CNC(=O)c1ccc(Cl)c(S(=O)(=O)NC)c1 returned U251 108, SF-268 123, OVCAR-3 133, DU-145 132, SF-295 120, SNB-19 103, SF-539 106, PC-3 102 and OVCAR-8 112.
`COc1cnc2c(c1)C(=O)c1c-2n(CCCCl)c(=O)c2ccncc12` gave U251 34, SF-268 58, OVCAR-3 3.0*, DU-145 76, SF-295 37, SNB-19 55, SF-539 56, PC-3 54 and OVCAR-8 66.
`NC(=O)c1c(NC(=O)c2cccs2)sc2c1CCC(=O)C2` gave U251 15, SF-268 30, OVCAR-3 13, DU-145 80, SF-295 87, SNB-19 40, SF-539 -3.4*, PC-3 10 and OVCAR-8 21.
Cc1cccc(Nc2nc(N)nc(N)c2N=O)c1C was read as U251 97, SF-268 95, OVCAR-3 115, DU-145 106, SF-295 102, SNB-19 97, SF-539 101, PC-3 100 and OVCAR-8 100.
For c1ccc(N2N=C(c3cccc(Nc4ccncc4)c3)CC2c2ccc3c(c2)OCO3)cc1 (configuration not stated) the results were U251 4.3*, SF-268 30, OVCAR-3 7.3*, DU-145 16, SF-295 -17*, SNB-19 42, SF-539 9.9*, PC-3 14 and OVCAR-8 22.
Screening COC(=O)[C@H]1CCCN1C(=O)C1CCCN1C(=O)[C@H](Cc1ccccc1)NC(=S)Nc1cc(C(F)(F)F)cc(C(F)(F)F)c1 (some centres not stated) returned U251 70, SF-268 85, OVCAR-3 68, DU-145 91, SF-295 69, SNB-19 78, SF-539 90, PC-3 48 and OVCAR-8 82.
`CCCCCCN(CCCCCC)CCCCCC` gave U251 107, SF-268 96, OVCAR-3 106, DU-145 107, SF-295 98, SNB-19 103, PC-3 98 and OVCAR-8 103.
`Cc1cc(C)cc(S(=O)(=O)n2ccc(-c3ccc4c(c3)CCC(C)(C)O4)n2)c1` gave U251 86, SF-268 88, OVCAR-3 88, DU-145 90, SF-295 85, SNB-19 95, SF-539 100, PC-3 82 and OVCAR-8 91.
`CCOC(=O)c1c2ccc3cn(C)nc3c2c(C)n1Cc1ccccc1` gave U251 92, SF-268 97, OVCAR-3 105, DU-145 118, SF-295 98, SNB-19 88, SF-539 87, PC-3 91 and OVCAR-8 93.
`O[C@@H]1Cc2ccccc2[C@H]1O` gave U251 98, SF-268 114, OVCAR-3 112, DU-145 114, SF-295 107, SNB-19 102, SF-539 105, PC-3 96 and OVCAR-8 109.
For CCCCCC1C(=O)N2C=C(c3ccccc3)c3ccccc3N2C1=O (configuration not stated) the results were U251 94, SF-268 115, OVCAR-3 108, DU-145 111, SF-295 110, SNB-19 94, SF-539 96, PC-3 93 and OVCAR-8 100.
N#COc1ccc(/C=C2\CCCC3C2=NNC3c2ccc(OC#N)cc2)cc1 (configuration not stated) was read as U251 98, SF-268 89, OVCAR-3 98, DU-145 109, SF-295 94, SNB-19 99, SF-539 96, PC-3 86 and OVCAR-8 94.
For C=C(C)[C@@H]1CC[C@]2(C(=O)NCCCN)CC[C@]3(C)[C@H](CC[C@@H]4[C@@]5(C)CC[C@H](O)C(C)(C)[C@@H]5CC[C@]43C)[C@@H]12 the results were U251 -14*[100 µM], SF-268 -17*[100 µM], OVCAR-3 -46*[100 µM], DU-145 -100*[100 µM], SF-295 -26*[100 µM], SNB-19 -29*[100 µM], SF-539 -36*[100 µM], PC-3 -54*[100 µM] and OVCAR-8 -3.8*[100 µM].
COc1cccc(-c2nnc(N)o2)c1 was read as U251 98, SF-268 111, OVCAR-3 90, DU-145 107, SF-295 113, SNB-19 102, SF-539 111 and OVCAR-8 99.
CC(C)CC(NC=O)C(=O)O (configuration not stated) was read as U251 103, SF-268 120, OVCAR-3 125, DU-145 115, SNB-19 100, SF-539 97, PC-3 98 and OVCAR-8 99.
`ClC(c1ccccc1)(c1ccccc1)C(Cl)(c1ccccc1)c1ccccc1` gave U251 91, SF-268 100, OVCAR-3 122, DU-145 108, SF-295 76, SNB-19 101, SF-539 114, PC-3 64 and OVCAR-8 98.
Screening C/C(=N/NC(N)=S)c1sc(Nc2ccc(F)cc2)nc1C returned U251 93, SF-268 76, OVCAR-3 107, DU-145 92, SF-295 99, SNB-19 88, SF-539 96, PC-3 85 and OVCAR-8 103.

Entries listed so far that contain an aryl methoxy group:
CCN(CC)Cc1nc2ccccc2c(=O)n1/N=C/c1ccc(OC)cc1 was read as U251 100, SF-268 100, OVCAR-3 108, DU-145 105, SF-295 103, SNB-19 100, SF-539 104, PC-3 110 and OVCAR-8 100.
COc1ccc(-n2c(N)c(C(=O)NCCN3CCOCC3)c3nc4ccccc4nc32)cc1OC was read as U251 51, SF-268 44, OVCAR-3 115, DU-145 58, SF-295 238, SNB-19 60, SF-539 41, PC-3 62 and OVCAR-8 47.
`COc1ccc2oc(=O)cc(C3C(C#N)=C(N)Oc4c3ccc3ccccc43)c2c1` (configuration not stated) gave U251 104, SF-268 88, OVCAR-3 93, DU-145 104, SF-295 99, SNB-19 90, SF-539 92, PC-3 95 and OVCAR-8 102.
C=C(C)[C@@H]1CC[C@]2(C(=O)O)CC[C@]3(C)[C@H](CC[C@@H]4[C@@]5(C)C[C@@H](CC#Cc6cc(OC)c(OC)c(OC)c6)[C@H](O)C(C)(C)[C@@H]5CC[C@]43C)[C@@H]12 was read as U251 30, SF-268 46, OVCAR-3 44, DU-145 47, SF-295 34, SNB-19 56, SF-539 47, PC-3 33 and OVCAR-8 37.
For CCC(=O)c1ccc(OC)c(OC)c1O the results were U251 91, SF-268 104, OVCAR-3 109, DU-145 101, SF-295 96, SNB-19 97, SF-539 92, PC-3 95 and OVCAR-8 103.
`COc1cnc2c(c1)C(=O)c1c-2n(CCCCl)c(=O)c2ccncc12` gave U251 34, SF-268 58, OVCAR-3 3.0*, DU-145 76, SF-295 37, SNB-19 55, SF-539 56, PC-3 54 and OVCAR-8 66.
COc1cccc(-c2nnc(N)o2)c1 was read as U251 98, SF-268 111, OVCAR-3 90, DU-145 107, SF-295 113, SNB-19 102, SF-539 111 and OVCAR-8 99.
